PG9 binder = binders of HIV-1 gp120 antibody PG9, primary screen, biochemical, TR-FRET; HIV-1 gp120 / PG9 antibody interaction; TR-FRET gp120-PG9 antibody binding; inhibition, % at 6.7 µM; hit rate 0.43% among 360,000; AID 624416, 2012; in the data active means inhibition above about 8.5%
TCR CD3 inh = inhibitors of human TCR-CD3 interaction, primary screen, biochemical, fluorescence, TAMRA-labeled TCR probe; T-cell receptor (TCR); inhibition, % at 9.4 µM; hit rate 0.37% among 360,000; AID 651800, 2012; in the data active means inhibition above about 19%;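 further: recombinant mutant TCR 2C K166C tagged with TAMRA read by polarization; 0% = receptor in buffer alone and 100% = receptor with positive control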
ABHD4 inh = ABHD4 inhibitors, primary screen, biochemical, fluorescence polarization, mouse | AID 720543, 2013 | (Lyso)-N-acylphosphatidylethanolamine lipase (Mus musculus), Q8VD66 | inhibition, % at 8.92 µM | hit rate 0.54% among 370,000 | purified mABHD4, FP-Rh probe fluorescence polarization;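 active means inhibition exceeding the mean over every tested compound plus 3 SD, cut at about 30% in these data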;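 further: 0% = plate median of compound wells and 100% = S159A mutant with DMSO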
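system = mouse ABHD4 enzyme, wild type | medium = HEPES pH 7.0, NaCl, Pluronic buffer | also added = FP-Rh probe | incubation = Enzyme–compound pre-incubation 45 min, then probe 60 min, both 25 °C | technique = fluorescence polarization, excitation 525 nm, emission 598 nm, BODIPY TMR filters | controls = S159A mutant high control, sample median low control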
HTRA1 inhibitor = HTRA1 serine protease inhibitors, primary screen, biochemical, fluorescence polarization, HTS; Q92743; recombinant HTRA1, FP-rhodamine activity-based probe; inhibition, % at 5.96 µM; hit rate 0.5% among 340,000; AID 504803, 2011; in the data active means inhibition above about 36%;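 further: 0% = enzyme with DMSO and 100% = wells lacking enzyme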
DDE Tn7 FP inh = inhibitors of Tn7 peptide binding to fibrin DD(E), primary screen, biochemical, fluorescence polarization, human fibrin, Tn7 probe. hit rate 0.13% among 370,000. AID 720508, 2013. inhibition, % at 8.3 µM. Fibrinogen beta chain (Homo sapiens), P02675. FP displacement of FITC-Tn7 peptide from fibrin DD(E); 0% = median of compound wells per plate;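 active means inhibition above the mean of compounds falling within the control limits plus 3 SD of them, cut at about 14% in these data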;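 further: 0% = plate median of compound wells and 100% = 10 µM Aha-Tn7 peptide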
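assay system = human clot-derived fibrin DD(E) complex | quantity = Fibrin-DD(E) at 2 µM final | timing = 10 min preincubation, 3 h with tracer, room temperature | signal = fluorescence polarization | measure = percent inhibition | benchmarks = high control wells with 10 µM unlabelled Aha-Tn7 peptide (full inhibition) | replicates = singlicate testing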
UHRF1 MBD2 ctr = UHRF1 methylated DNA binding inhibitors, primary screen, counter-screen for MBD2 inhibitor project, biochemical, TR-FRET, human UHRF1, single concentration; UHRF1 binding to methylated oligo; inhibition, % at 4.4 µM; hit rate 0.75% among 370,000; E3 ubiquitin-protein ligase UHRF1 (Homo sapiens), Q96T88; in the data active means inhibition above about 21%;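 further: UHRF1 SRA domain binding a hemimethylated CpG hairpin DNA probe; 0% = median of test compound wells and 100% = reference inhibitor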
TDP2 absorb = human TDP2 enzyme inhibitors, primary screen, biochemical, epi absorbance, recombinant enzyme | T5PNP hydrolysis, p-nitrophenol absorbance 415 nm | inhibition, % at 12.8 µM | hit rate 0.34% among 370,000 | AID 720702, 2013;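 active means inhibition above the mean of all tested compounds plus 3 SD, set per campaign, cut at about 25% in these data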;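 further: 0% = DMSO with enzyme and 100% = buffer with substrate but no TDP2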
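Incubation: 2 h at 37 °C; Test system: recombinant human TDP2; Quantity: enzyme 120 nM; Read-out basis: percent inhibition; Medium: 50 mM Tris-HCl pH 7.5 with Mg2+, KCl, DTT, BSA; Repeats: single replicate; Compound: 12.8 µM single point, 1% DMSO; Signal: epi absorbance; Reagent: 5 mM T5PNP chromogenic substrate; Benchmarks: no-enzyme high, DMSO-plus-enzyme low.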
LEDGF integ inh = blockers of LEDGF/p75-dependent integrase strand transfer – biochemical, TR-FRET, high throughput, primary screen; HIV-1 integrase (with human LEDGF/p75); TR-FRET IN-LEDGF/p75 DNA integration, Eu/Cy5; inhibition, % at 3.7 µM; hit rate 0.64% among 370,000; AID 743269, 2014;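 active means inhibition above the screen-wide mean plus 3 SD, cut at about 13% in these data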;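 further: signal is the Cy5 over europium emission ratio at 671 and 618 nm; 0% = plate median of compound wells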
SIAE primary = human SIAE inhibitors, primary screen, biochemical, fluorescence polarization, FP-Rh probe, 1536-well HTS; Sialate O-acetylesterase (Homo sapiens), Q9HAT2; inhibition, % at 9.66 µM; SIAE FP-Rh probe binding; hit rate 0.69% among 370,000; AID 1053197, 2014;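 active means inhibition above a cutoff: mean of compounds within the control limits plus 3 SD of those, cut at about 17% in these data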;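 further: 0% = plate median of compound wells and 100% = probe without SIAE protein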
PRMT1 inh = PRMT1 methyltransferase inhibitors, primary screen, biochemical, fluorescence polarization; hit rate 1.3% among 370,000; AID 652257, 2013; Protein arginine N-methyltransferase 1 (Homo sapiens), Q99873; recombinant PRMT1, activity-based probe fluorescence polarization; inhibition, % at 2.79 µM;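 active means inhibition above about 21% made by adding two undisclosed values, limit read from the data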
Starred values were filed as active, the others as inactive; · = not tested or not shown.

SMILES	PG9 binder	TCR CD3 inh	ABHD4 inh	HTRA1 inhibitor	DDE Tn7 FP inh	UHRF1 MBD2 ctr	TDP2 absorb	LEDGF integ inh	SIAE primary	PRMT1 inh
O=C(NNS(=O)(=O)c1ccccc1)c1cnn(-c2ccccc2)c1-n1cccc1	-3.1	8.3	-11.1	0.2	-3.7	-1.3	-1.6	0.1	0.4	-2.1
Cc1ccc(S(=O)(=O)N2CCN(C(=O)c3ccc4nc[nH]c4c3)CC2)cc1	2.3	-1.0	8.7	4.3	2.9	-2.6	-0.9	-1.3	6.2	1.8
Cc1ccc(Cn2cc(SCC(=O)Nc3nccs3)c3ccccc32)cc1	-3.0	-1.3	2.8	-12.9	-0.6	2.9	2.1	-4.4	-1.3	4.5
Cc1cc(C)nc(N/N=C/c2ccccc2OCc2cccc(Br)c2)n1	-0.8	1.4	2.3	-28.5	-2.8	0.3	-3.1	4.1	-2.0	0.2
COc1ccc(CN(CC2CCCO2)C(=O)c2cc3sccc3n2C)c(OC)c1 (centres undefined)	-0.3	-0.4	1.4	-9.6	2.7	1.9	-0.2	-0.1	-8.8	2.0
COC(=O)c1ccsc1NC(=O)C1COc2ccccc2O1 (centres undefined)	-0.4	0.2	-14.4	-20.2	6.3	-0.3	9.5	1.1	-3.0	-4.0
O=C1[C@@H]2C(Cc3ccc(O)cc3)NC3(C(=O)Nc4ccc(F)cc43)[C@@H]2C(=O)N1c1ccccc1 (some centres undefined)	-1.0	6.2	-1.3	-17.3	3.1	-2.5	6.7	2.4	-3.0	0.3
CCC(c1nnnn1Cc1ccco1)N(CCc1ccccc1)Cc1cc2cccc(C)c2[nH]c1=O (centres undefined)	-2.3	1.0	0.2	-23.3	3.3	-2.3	0.5	-0.8	-2.7	6.9
CC(C)(C)c1ccc(C(=O)NCC(=O)OCC(=O)N2CCCC2)cc1	-2.7	-3.6	-4.0	2.9	3.6	0.6	-15.2	2.5	5.0	-1.2
Oc1cc2c(c(Cl)c1O)CCNCC2c1ccccc1 (centres undefined)	-1.7	6.8	12.8	28.7	2.1	3.9	-3.5	-9.9	2.4	1.8
CCOc1ccc(C(=O)OCC(=O)N(Cc2ccccc2)Cc2ccccc2)cc1OC	-2.3	-7.9	-13.0	-3.8	5.1	2.3	-1.4	-2.1	-5.2	3.7
C#CCN1CC(N(C)CCO)CS1(=O)=O (centres undefined)	·	·	-0.2	·	-1.6	10.7	-5.5	-1.6	-0.5	-3.4
COc1cc(OC)cc(-c2oc(=O)c3cc(OC)c(OC)cc3c2C#CCCCO)c1	-2.4	3.0	-5.9	-4.9	6.9	1.1	7.7	-0.7	-2.5	-1.3
COc1ccccc1CNC(=O)C1CCC(CNS(=O)(=O)c2ccc(F)cc2)CC1 (centres undefined)	-0.7	-6.9	1.7	-2.8	-3.9	0.3	-4.2	-4.2	-3.5	2.1
COC1=C(Nc2ccccc2)C(=O)c2ccccc2C1=O	-20.0	1.3	15.1	11.8	-0.9	10.3	21.0	5.9	13.0	3.5
O=C(c1cc(S(=O)(=O)N2CCOCC2)ccc1F)N1CCN(Cc2ccccc2)CC1	-0.4	3.8	1.4	0.0	4.0	-2.9	4.0	0.6	-7.5	-4.2
COC(=O)Cn1c2ccc(OC)cc2c2nc3ccccc3nc21	-0.2	-0.1	4.6	1.2	5.0	1.4	-5.7	3.2	-10.3	0.2
Cc1cc(OCc2n[nH]c(=S)n2-c2ccccc2)ccc1Cl	-0.9	-0.3	-2.3	1.6	-1.9	-0.6	10.9	1.8	12.2	10.7
O=C(Nc1ccc(Br)cc1)Nn1cnnc1	0.1	-3.9	-0.6	2.0	3.0	0.9	3.0	-2.5	1.0	1.8
O=C(OCC(O)CN1CCCCC1)C12CC3CC(CC(C3)C1)C2 (centres undefined)	-4.7	3.1	-0.1	-5.3	5.2	0.1	0.5	-0.5	7.2	1.8
CCn1c(-c2csc3c2CCC(C)C3)n[nH]c1=S (centres undefined)	-1.2	-2.8	-5.6	3.5	-2.5	1.3	-6.4	-2.6	4.4	1.7
CSc1cccc(NC(=S)N(Cc2ccccc2)Cc2ccccn2)c1	0.8	8.5	-2.4	-14.0	-13.7	-1.1	3.3	3.0	0.8	-0.1
O=C(CSc1nnc(NC(=O)C2CC(=O)N(c3ccc(F)cc3)C2)s1)NC1CCCC1 (centres undefined)	-2.4	7.8	0.5	1.0	13.9*	-0.8	3.1	-0.6	-2.1	5.0
C#CCN1C(=O)S/C(=C\c2ccc(N3CCOCC3)cc2C)C1=O	-2.7	1.9	0.0	0.3	2.0	7.8	9.4	-2.2	-3.7	2.4
CCN(C[C@H]1N[C@@](CC)(C(=O)OC)[C@H]2C(=O)N(Cc3ccccc3)C(=O)[C@@H]12)S(=O)(=O)c1ccccc1	-0.8	0.1	-6.5	0.4	3.9	0.0	-1.0	-0.5	9.3	2.7
CCOc1ccc(NC(=O)NCc2cccn2C)cc1	-2.2	-1.5	-5.4	2.5	-3.1	8.7	-7.6	-4.7	2.6	0.8
CCOC(=O)CCc1c(C(=O)OCC)[nH]c(CC)c1C(=O)OCc1ccccc1	-1.5	2.0	-10.0	-51.0	-9.0	-2.5	-5.5	3.9	6.6	-1.5
O=C(CN(C(=O)c1csnn1)c1ccc(Cl)cc1)NC1CCCC1	-0.2	-0.4	5.5	3.7	-2.8	2.9	-6.4	-0.2	10.8	0.6
CC1CN(C(=O)CSc2nc(N)cc(N)n2)CC(C)O1 (centres undefined)	-1.6	4.5	2.6	-3.3	-6.6	0.3	5.6	2.4	-0.2	-1.9
CCc1ccc(S(=O)(=O)NCC(O)COc2ccc(OC)cc2)cc1 (centres undefined)	0.6	1.1	2.3	·	3.1	1.5	3.3	-2.9	-7.2	-2.2
CSc1ccc(CNC(=O)C2CCC(=O)N(CCc3cccc(F)c3)C2)cc1 (centres undefined)	-1.4	0.5	-2.9	4.4	-6.0	3.6	-5.9	-1.8	0.7	-3.2
CCOC(=O)COc1ccc(S(=O)(=O)Nc2ccc3c(c2)OCCO3)cc1	-1.6	5.3	0.9	5.4	3.0	-1.7	-15.3	-2.8	5.8	-1.1
Cc1ccc(S(=O)(=O)/C=C2\NC(=O)CS2)cc1	0.1	13.3	4.2	-5.8	0.5	0.2	14.1	-1.4	4.9	11.9
O=C1CN(C(=O)c2ccccc2Br)C(c2ccc(F)cc2)c2cc(F)ccc2N1 (centres undefined)	-0.9	0.1	-4.2	-17.8	-1.0	-0.7	-6.7	-5.2	1.2	1.8
COc1ccc(NC(=O)c2ccc(NC(=O)CN3CCN(c4ccccc4OC)CC3)cc2)cc1	1.4	-2.9	-1.1	4.0	6.1	1.9	-0.3	-1.1	-0.6	2.8
CCOC(=O)N1CCC(N2C(=O)c3ccccc3C2Nc2ccccc2C)CC1 (centres undefined)	-2.4	-4.5	-4.0	-7.9	7.5	2.4	1.8	-1.5	1.5	4.7
Cc1cc(C(=O)COC(=O)c2ccc(O)cc2)c(C)n1CCc1ccc(F)cc1	-0.7	-6.6	-26.5	-31.9	-2.5	2.6	-1.4	-0.4	-6.3	6.3
c1csc(-c2nnc(NC3CCCCC3)c3ccccc23)c1	1.1	-3.1	-53.0	-22.9	-3.3	11.7	-14.0	-1.6	-6.6	1.7
Cc1cc(C)c(S(=O)(=O)NC2CC2)c(C)c1	2.5	-7.2	-1.2	2.4	0.5	3.6	5.2	0.3	0.1	2.1
CC(=O)Nc1ccc(NC(=O)CSc2nnc(C)c(=O)n2N)cc1	-1.8	1.3	-3.0	0.3	-3.3	-3.4	5.1	-0.4	0.7	2.1
Cc1[nH]n(-c2ccccc2)c(=O)c1/C=N/NC(=O)c1ccccc1F	-5.9	1.3	12.9	1.1	-5.2	-7.4	7.6	-4.2	4.7	-3.0
CC(=O)Nc1ccc(C(=O)NNC(=O)c2ccccc2-n2cccc2)cc1	0.8	-6.3	8.6	7.4	6.4	2.6	8.9	-5.2	-4.0	1.1
CC1Sc2ccc(S(=O)(=O)CCC(=O)N3CCN(c4ccccc4)CC3)cc2NC1=O (centres undefined)	-0.2	-12.1	2.6	-6.6	3.4	1.6	-3.4	-1.2	9.8	-0.3
O=S(=O)(Cc1ccccc1)N1CCc2ccccc2C1	0.3	2.8	-2.8	-4.1	-1.7	0.8	4.2	0.4	-1.9	-0.4
COc1cc(N2CCCC2)c(OC)cc1C=O	-4.9	-6.8	4.0	-1.5	6.5	-0.7	-10.4	-1.1	0.8	5.3
CCOC(=O)c1cc(NC(=O)c2cccnc2)ccn1	0.5	-0.1	-0.4	9.7	6.2	0.3	-4.8	4.3	1.1	-6.6
Nc1nc2c(ncn2[C@@H]2O[C@H](C(=O)N[C@H](Cc3ccccc3)C(=O)NCc3ccc4c(c3)OCO4)[C@@H](O)[C@H]2O)c(=O)[nH]1	0.1	1.5	2.0	·	-1.7	-0.3	0.8	-5.1	3.7	8.2
COc1cccc(NC(=O)N2CCCC2C(=O)Nc2ccc3c(c2)OCCO3)c1 (centres undefined)	0.8	-7.8	4.6	4.3	5.5	1.1	2.9	-4.2	1.7	4.3
Cc1onc(-c2ccccc2Cl)c1C(=O)N1CCN(c2ncccn2)CC1	3.0	-3.9	0.4	0.2	1.2	4.9	-4.7	-2.4	-0.1	4.2
